NCI-60 one-dose screen, 48 h, at 10 µM unless noted. Numbers give growth in % (100 = growth as untreated, 0 = no growth, -100 = all killed).
SF-295 = SF-295 CNS cancer cells; hit rate 5.6% among 79,000
SF-539 = SF-539 CNS cancer; AID 1794752; hit rate 6.8% among 81,000
U251 = U251 CNS tumor cells; hit rate 5.4% among 80,000; AID 1794753
OVCAR-8 = OVCAR-8 ovarian cancer; hit rate 4.4% among 81,000
PC-3 = PC-3 prostate cancer cells. hit rate 3.9% among 80,000. AID 1794754
DU-145 = DU-145 prostate cancer; hit rate 4.2% among 81,000
SF-268 = SF-268 CNS cancer cells | hit rate 3.1% among 82,000
SNB-19 = SNB-19 CNS cancer cells. hit rate 2.5% among 81,000
An asterisk follows results filed as active; . = not tested or not shown; & = joins results of further samples. Rule for the calls: active = growth percent below 10; inactive = the rest.

Sequence of screens: DU-145	SF-539	OVCAR-8	SF-268	SF-295	SNB-19	PC-3	U251
[1] CCOC1=C(C#N)CC2(CC1)c1ccccc1-c1ccccc12
→ 107.2	106.2	90.8	96.8	126.6	.	74.9	97.7
[2] Cn1cc(-c2nc(N)nnc2-c2c[nH]c3ccc(Br)cc23)c2cccnc21
→ 59.7	20.1	47.9	66.7	18.1	52.7	59.9	39.5
[3] COc1ccc(C(=O)/C(C)=N/O)cc1
→ 105.7	95.0	101.6	102.4	96.3	95.5	92.8	96.0
[4] Cn1cc(C=O)c2ccccc21
→ 111.5	97.6	95.2	100.6	107.4	100.0	83.4	98.5
[5] O=C1c2ccccc2Cc2cc(O)ccc21
→ .	104.0	105.5	97.0	104.3	102.6	95.3	98.8
[6] COC(=O)c1cc(-c2c(-c3ccccc3)no[n+]2[O-])no1
→ 108.1	90.0	102.7	97.6	101.0	99.5	101.4	101.9
[7] CN(C)CCNC(=O)c1cccnc1Nc1cc2ccccc2cc1C(=O)O
→ 121.2	93.6	.	107.2	96.4	93.6	101.3	104.3
[8] CCCCn1c(=O)c(-c2cc(-c3ccc(Cl)cc3)nc(-c3ccc(Cl)cc3)c2)cc2ccccc21
→ 109.3	104.9	100.2	96.7	101.2	94.7	85.4	98.9
[9] COc1cc(CNC(=O)c2ccc(Br)cc2)ccc1O
→ 102.9	94.7	101.7	90.8	99.3	94.0	93.5	96.4
[10] COc1ccc(C(Nc2cccc(C)c2)C(=O)NC2CCCCC2)c(OC)c1OC (stereo unspecified)
→ 106.5	98.8	100.1	98.0	93.2	93.5	82.2	89.2
[11] O=C(Nc1ccccc1O)c1ccc(-c2ccc(Cl)cc2Cl)o1
→ 91.0	114.8	94.3	77.1	68.4	89.2	71.7	81.1
[12] NC(=O)NS(=O)(=O)c1ccc(N2N=C(C(F)(F)F)CC2c2cc(C(F)(F)F)cc(C(F)(F)F)c2)cc1 (stereo unspecified)
→ 85.1	89.5	79.8	67.8	68.6	85.0	16.2	74.6
[13] O=C1N=c2ccccc2=C/C1=C\c1sc(=O)[nH]c1O
→ 106.2&104.6	102.0&107.7	101.8	105.3&94.7	105.2&105.7	103.0&106.9	108.4&89.8	102.9&108.5
[14] O=c1oc(=O)c2ccccc2c2ccccc12
→ 105.2	109.1	100.4	108.3	114.2	100.8	100.6	102.6
[15] C=CC(=O)OCC(C)(C)C
→ 118.1	104.9	103.8	117.0	.	101.3	93.2	106.7
[16] CC1(C)OC2C(O1)[C@H](c1c[nH]c3ccccc13)c1[nH]c3ccccc3c1[C@H]2c1c[nH]c2ccccc12 (stereo partly specified)
→ 97.3	101.4	97.7	89.8	93.2	102.6	71.4	91.6
[17] CCOC(=O)/C(C#N)=C\N1CCNc2ccccc21
→ 110.3	107.8	101.0	101.9	98.1	91.6	94.7	103.0
[18] CC(=O)Nc1ccc2c(c1)C(N1CC3CCC(CC3)C1)c1ccccc1-2 (stereo unspecified)
→ 108.8	97.2	88.3	92.7	101.2	107.0	34.8	77.7
[19] COC(=O)C1(c2ccccc2)CC2Cc3cc(F)ccc3N1O2 (stereo unspecified)
→ 107.8	92.4	100.0	97.4	92.5	93.0	113.7	92.7
[20] COc1ccc(CNc2nc3ccccc3c3c(=O)c4ccccc4sc23)cc1OC
→ 74.0	81.0	64.8	78.7	68.3	86.5	72.9	79.8
[21] COc1ccc2nc(Cl)c(C3C(C(N)=O)=C(N)Oc4n[nH]c(C)c43)cc2c1 (stereo unspecified)
→ 106.7	105.4	97.5	96.8	102.5	108.4	97.2	98.4
[22] CN(C)c1ccc(/C=C2/SC(=O)N(c3nc(N4CCCC4)nc(N4CCCC4)n3)C2=O)cc1
→ 113.3	104.3	102.1	106.1	99.8	96.4	94.0	93.9
[23] COC(=O)Cc1[nH]cnc1C(=O)OC
→ 109.8	104.9	106.3	100.3	102.8	96.7	96.7	99.9
[24] CC(C)(C)CC(C)(C)Nc1c(-c2ccncc2)nc2cnccn12
→ 106.2	93.8	95.6	98.6	100.9	97.3	97.7	99.2
[25] COc1ccc(C(=O)n2cc(C=O)c3ccccc32)cc1
→ 105.0	89.2	96.4	92.5	99.6	87.5	90.5	93.9
[26] O=C(Nc1ncc(Cc2ccccc2)s1)C1=NCCCN1
→ 106.2	92.2	101.0	100.9	108.2	101.0	101.0	100.2
[27] COC(=O)CC(O)CC(=O)OC
→ 107.5	100.3	100.9	110.3	106.8	98.2	99.7	100.8
[28] Cc1c(Cc2ccccc2)c(=O)oc2c(C)c(OCC(=O)N/N=C/c3ccc(N(C)C)cc3)ccc12
→ 105.4	112.5	95.1	84.7	98.0	89.0	88.7	89.3
[29] COC(=O)c1cc2oc(/C=C3/SC(=S)N(N)C3=O)cc2n1C
→ 90.2	108.0	99.1	83.8	144.3	94.9	102.5	108.0
[30] O=[N+]([O-])c1cccc([I+]c2cccc([N+](=O)[O-])c2)c1
→ 114.4	108.1	89.0	122.8	115.9	87.0	76.0	94.3

Grouped by structure: those above with a Cl atom.
Sequence of screens: DU-145	SF-539	OVCAR-8	SF-268	SF-295	SNB-19	PC-3	U251
[8] CCCCn1c(=O)c(-c2cc(-c3ccc(Cl)cc3)nc(-c3ccc(Cl)cc3)c2)cc2ccccc21
→ 109.3	104.9	100.2	96.7	101.2	94.7	85.4	98.9
[11] O=C(Nc1ccccc1O)c1ccc(-c2ccc(Cl)cc2Cl)o1
→ 91.0	114.8	94.3	77.1	68.4	89.2	71.7	81.1
[21] COc1ccc2nc(Cl)c(C3C(C(N)=O)=C(N)Oc4n[nH]c(C)c43)cc2c1 (stereo unspecified)
→ 106.7	105.4	97.5	96.8	102.5	108.4	97.2	98.4

Random excerpt: three compounds from above
Sequence of screens: DU-145	SF-539	OVCAR-8	SF-268	SF-295	SNB-19	PC-3	U251
[1] CCOC1=C(C#N)CC2(CC1)c1ccccc1-c1ccccc12
→ 107.2	106.2	90.8	96.8	126.6	.	74.9	97.7
[25] COc1ccc(C(=O)n2cc(C=O)c3ccccc32)cc1
→ 105.0	89.2	96.4	92.5	99.6	87.5	90.5	93.9
[9] COc1cc(CNC(=O)c2ccc(Br)cc2)ccc1O
→ 102.9	94.7	101.7	90.8	99.3	94.0	93.5	96.4

New compounds follow.
Sequence of screens: DU-145	SF-539	OVCAR-8	SF-268	SF-295	SNB-19	PC-3	U251
[31] Cc1ccc(N)c(S(=O)(=O)O)c1
→ 124.5	98.2	102.9	114.6	115.9	99.5	107.3	104.3
[32] Nc1ncnc2c1ncn2C1CCCO1 (stereo unspecified)
→ 122.5	101.5	112.0	104.3	109.3	.	98.3	108.5
[33] C/C=C(\C)C(=O)N[C@H]1CC[C@]2(C)C3CC[C@@]4(C)C(CC[C@@H]4C(C)N(C)C)C3CCC2[C@H]1OC(C)=O (stereo partly specified)
→ 5.0*	-95.7*	24.9	-84.6*	-66.9*	-58.7*	0.4*	-66.1*
[34] COc1ccc([C@@H](CCO)C[C@H](C)c2ccc3ccccc3c2)cc1
→ 97.4	95.9	96.2	85.0	73.9	108.6	81.8	95.7
[35] CC1(C)Oc2cc3oc(=O)ccc3cc2C[C@@H]1OCCNc1cccc(S(N)(=O)=O)c1
→ 107.6	90.3	102.0	95.3	97.3	95.1	97.8	96.9
[36] COc1cccc(/C=C/C(=O)c2ccc(NC(=O)COc3cccc4cccnc34)cc2)c1
→ 90.2	101.4	98.1	96.3	96.6	95.9	93.3	97.2
[37] CSc1nccc(-c2c(-c3ccc(F)c(O)c3)nc3sccn23)n1
→ 100.6	92.9	100.9	103.3	97.1	105.8	108.0	106.7
[38] CC(=O)c1ccc2c(c1)Nc1ccccc1S2
→ 107.6	101.1	104.4	97.4	112.2	99.5	84.7	98.8
[39] Cc1cc2nc(CC(=O)c3ccncc3)c(=O)[nH]c2cc1C
→ 100.3	60.8	102.0	94.2	92.0	.	95.6	77.2
[40] CCOC(=O)C(Cc1ccc(O)cc1)Nc1nc2ccccc2o1 (stereo unspecified)
→ 108.3	94.8	99.4	98.7	96.4	98.4	93.9	101.4
[41] CC(=O)[C@H]1CC[C@H]2[C@@H]3CC[C@@H]4C[C@H](OC(=O)CCC(=O)O)CC[C@]4(C)[C@H]3C(=O)C[C@]12C
→ 108.3	92.7	99.1	102.0	.	102.8	100.5	101.9
[42] CSc1nc2ccccc2c(=O)n1CCc1ccc(S(N)(=O)=O)cc1
→ 107.5	101.3	96.3	99.0	104.3	99.8	101.2	101.0
[43] N[C@@H](CC/[N+]([O-])=N/O)C(=O)O
→ 97.8	95.0	109.1	95.9	109.8	97.8	102.1	94.9
[44] Cc1ccc(S(=O)(=O)Nc2ccccc2C(=O)NO)cc1
→ 115.8	102.2	93.2	111.4	106.2	101.0	105.2	111.4
[45] CCCCCCCCCCCCCCCCCOC(=O)CCCCCCCCCCCCCCCCC
→ 107.1	100.9	107.1	102.8	114.2	112.6	95.7	108.1
[46] CC/C(=C(\CC)c1ccc(OCC[N+](C)(C)C)cc1)c1ccc(OC)cc1
→ 94.9	59.9	53.0	61.2	76.2	27.1	41.6	21.6
[47] CSc1ccc(O)cc1C
→ 105.1	98.0	97.1	86.6	101.0	101.3	88.0	95.8
[48] N#Cc1c(NC(=O)c2cccc(C(F)(F)F)c2)sc2c1CCC(O)=C2
→ 50.1	48.1	41.6	38.6	35.3	42.4	39.0	39.7
[49] COc1ccc(-c2nn3c(-c4cccnc4)nnc3s2)cc1OC
→ 100.1	89.8	99.3	99.5	100.4	100.0	97.9	97.6
[50] CC(=O)Nc1ccc(CCNC(=O)c2ccc3ccccc3c2O)cc1
→ 114.1	66.3	88.5	85.7	89.1	108.1	71.1	71.2
[51] CC1=Nc2nc(=N)nc3cccc(n23)N1
→ 110.9	94.8	101.1	104.8	99.2	.	100.0	119.1
[52] CCCC(O)Cn1ncc(C(=O)OCC)c1NC(=O)NCc1ccccc1F (stereo unspecified)
→ 99.7	107.1	89.9	96.3	89.9	101.7	93.4	93.8
[53] O=C1C=CC(=O)C2CC=CCC12 (stereo unspecified)
→ 114.8	100.7	99.2	97.8	107.1	113.6	81.4	104.7
[54] COc1ccc2cc(C(=O)NCCc3ccccc3)ccc2c1OC
→ 112.6	103.6	83.7	102.6	102.9	114.5	99.0	97.3
[55] C[C@H]1N=C(c2ccc(Br)cc2)Nc2nc3ccccn3c2C1=O
→ 108.2	95.5	94.5	99.8	96.9	92.4	83.8	100.8
[56] O=C(Nc1ccccc1F)Nc1ccccc1Cl
→ 102.6	91.0	101.1	91.0	81.4	97.1	108.5	92.3
[57] O=[N+]([O-])c1ccc(Cc2nc3ccccc3s2)cc1
→ 108.2	101.1	103.3	97.1	109.7	106.3	87.5	100.3
[58] C/C(C=O)=C\c1ccc2c(c1)OCO2
→ 107.5	105.9	106.0	110.3	104.0	110.5	103.5	107.3
[59] CC(C)(O/N=C(\C(=O)N[C@@H]1C(=O)N2C(C(=O)[O-])=C(C[n+]3ccccc3)CSC12)c1csc(N)n1)C(=O)O (stereo partly specified)
→ .	104.4	97.6	94.3	114.1	102.8	95.1	79.7
[60] CC(=O)Nc1nc2c(s1)Nc1cc(Cl)c(Cl)cc1NC2=O
→ 113.9	111.6	102.8	106.7	103.3	97.4	104.3	.

(list continues)
Sequence of screens: DU-145	SF-539	OVCAR-8	SF-268	SF-295	SNB-19	PC-3	U251
[61] COc1ccc(C2=NN(C=O)C(c3ccc(Cl)cc3)C2)cc1S(=O)(=O)Nc1cccnc1 (stereo unspecified)
→ 112.8	104.8	98.9	101.8	94.0	97.6	93.7	95.1
[62] COc1ccc(-c2cn(-c3cccc(C(=O)/C=C/c4cccc(O)c4)c3)c(=O)[nH]2)cc1OC
→ 110.8	95.5	108.7	105.9	99.8	91.4	99.5	107.8
[63] CSc1nc(N)nc2c1ncn2C1OC(CO)CC1O (stereo unspecified)
→ 114.3	85.8	115.6	107.1	104.0	105.2	87.1	120.3
[64] CSc1nc(-c2ccco2)c2c(N)[nH]nc2n1
→ 102.5	97.5	108.4	104.4	101.5	110.5	101.3	102.8
[65] Nc1nc(NC2CCCC2)nc(Oc2ccc(Cl)cc2)n1
→ 111.6	102.9	96.3	106.7	99.2	103.4	94.8	.
[66] O=C1C2C(c3ccccc3)=C(c3ccccc3)C1[C@@]1(c3ccccc3)C(c3ccccc3)=CC(=O)[C@@H]21 (stereo partly specified)
→ 73.6	80.4	96.8	71.8	52.4	79.2	.	58.7
[67] O=C(NCCNc1cc(-c2cn(-c3ccccc3)nc2-c2cccc(O)c2)ccn1)c1ccccc1
→ 106.8	106.0	94.8	95.5	109.4	96.9	71.7	89.0
[68] O=C1N/C(=N\c2nccs2)S/C1=C\c1ccco1
→ 73.7	52.3	41.6	65.7	32.4	56.0	47.6	32.7
[69] Cc1nn(-c2ccccc2)c(-n2ccnc2)c1/C=N/Nc1nc(-c2ccc(Cl)c(Cl)c2)cs1
→ 2.4*	59.3	20.0	41.8	57.7	46.0	28.8	53.1
[70] CCCCN(CCCC)C(=N)c1ccccc1Cl
→ 108.0	105.6	96.3	105.3	83.0	102.8	92.1	94.8
[71] Nc1cccnc1N
→ 113.8	105.3	100.1	107.1	109.6	120.5	100.2	94.8
[72] CC(=O)C1C(=O)C(=O)N(c2cccc([N+](=O)[O-])c2)C1=O (stereo unspecified)
→ .	108.2	105.7	108.5	106.6	104.4	98.2	97.3
[73] CN1CCN(C2=Nc3cc(Cl)ccc3Nc3ccccc32)CC1
→ 115.0	91.9	91.1	99.9	83.6	99.8	74.3	89.5
[74] COc1cc(NCCCCCNC(C)C)c2ncccc2c1
→ 111.3	78.1&91.9	89.6&104.2	93.5	101.6&104.1	81.2&96.1	89.1&86.3	85.9&94.8

Screening data deposited in PubChem by NCI.
